Compound activity as filed in PubChem.
ssDAF12 agonist – S. stercoralis DAF-12 activation, primary screen | HEK293 ssDAF-12/GRIP1 lit1-tk-luc reporter, luminescence; % of 3 µM dafachronic acid response | activation, % at 6.8 µM | 370,000 compounds, 1% hits | AID 652126;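 active means activation above the mean over all tested compounds plus 3 SD, cut at about 0.9% in these data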;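 further: 0% = DMSO-only wells and 100% = 3 µM delta7-dafachronic acid wells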
NPR2 activator – GC-B (human) receptor activation; 370,000 compounds, 0.11% hits; activation, % at 10 µM; HEK293-GC-B cells, CNP EC30, cGMP TR-FRET; 0% at EC30 CNP, 100% saturating CNP;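 active means activation at 10 µM reaching about 35% in either raw or pattern-adjusted values, limit read from the data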
HGIII-sPLA2 inh – Inhibits HGIII-sPLA2 liposome hydrolysis, primary screen; QFRET BODIPY PC-A2 liposome hydrolysis, fluorescence; Q9NZ20; 370,000 compounds, 0.56% hits; AID 743126; inhibition, % at 12.2 µM;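 active means inhibition above mean plus 3 SD of compounds lying within the high and low control bounds, cut at about 19% in these data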;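 further: 0% = median of test compound wells and 100% = no enzyme DMSO wells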
GC-A act – GC-A (human) enzyme activation | P16066 | HEK293 GC-A cells, cGMP TR-FRET, EC30 ANP; 0% at EC30 ANP, 100% saturating ANP | activation, % at 10 µM | 370,000 compounds, 0.14% hits | AID 1671463; in the data active means activation above about 40%
ADAM10 inh – ADAM10 inhibition, QFRET primary screen | inhibition, % at 7 µM | recombinant ADAM10, EDANS/DABCYL FRET peptide cleavage, 3 h | 370,000 compounds, 0.62% hits;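 active means inhibition above a per-campaign cutoff equal to the mean of compounds falling between control-based bounds plus 3 SD, cut at about 20% in these data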;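 further: 0% = DMSO wells while the 100% control is not disclosed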
Target sequence (O14672 214-748 limits assumed): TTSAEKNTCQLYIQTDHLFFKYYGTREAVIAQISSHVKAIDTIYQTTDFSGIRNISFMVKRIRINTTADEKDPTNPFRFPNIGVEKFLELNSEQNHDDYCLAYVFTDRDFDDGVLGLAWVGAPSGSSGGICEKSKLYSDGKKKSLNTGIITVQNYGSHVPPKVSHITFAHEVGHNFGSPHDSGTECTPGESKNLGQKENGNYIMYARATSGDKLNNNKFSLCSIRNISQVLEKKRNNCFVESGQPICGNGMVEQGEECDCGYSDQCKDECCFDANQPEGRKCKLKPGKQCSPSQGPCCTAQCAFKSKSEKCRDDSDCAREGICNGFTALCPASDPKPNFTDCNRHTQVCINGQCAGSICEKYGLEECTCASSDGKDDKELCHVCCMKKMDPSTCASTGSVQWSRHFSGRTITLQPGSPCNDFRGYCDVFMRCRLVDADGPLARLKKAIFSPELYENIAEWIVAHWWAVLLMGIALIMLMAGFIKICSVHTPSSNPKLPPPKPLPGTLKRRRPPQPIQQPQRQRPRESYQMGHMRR
hgDAF-12 ag – hgDAF-12 agonism, primary luciferase screen; HEK293 GAL4-hgDAF12 UAS-luciferase reporter, agonist luminescence; normalized to butyrate control; 370,000 compounds, 1.8% hits; activation, % at 6.8 µM;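 active means activation above a cutoff set at the mean of all screened compounds plus 3 SD, cut at about 10% in these data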;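 further: 0% = DMSO wells and 100% = sodium butyrate wells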
GAA850 FXN act – increases GAA850 frataxin promoter reporter activity; HEK293 lucGAA850 FXN promoter luciferase reporter, 24 h; percent of 10 µM SAHA response; activation, % at 6 µM; 360,000 compounds, 0.56% hits;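 active means activation above the average of all compounds screened plus 3 SD, cutoff fixed separately per campaign, cut at about 7.5% in these data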;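 further: 0% = DMSO wells and 100% = 10 µM SAHA wells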
DAX1 inh-1 – inhibits human nuclear receptor DAX1; P51843; HEK293 Gal4-DAX1 luciferase reporter, luminescence; inhibition, % at 6.75 µM; 340,000 compounds, 0.99% hits; AID 504766;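 active means inhibition above the mean over all tested compounds plus 3 SD, cut at about 4.2% in these data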;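 further: 0% = DAX1-transfected cells with DMSO and 100% = empty-vector control cells with DMSO; inhibition shows as a rise in luminescence from relieved DAX1 repression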
Target sequence (P51843 207-470 limits assumed): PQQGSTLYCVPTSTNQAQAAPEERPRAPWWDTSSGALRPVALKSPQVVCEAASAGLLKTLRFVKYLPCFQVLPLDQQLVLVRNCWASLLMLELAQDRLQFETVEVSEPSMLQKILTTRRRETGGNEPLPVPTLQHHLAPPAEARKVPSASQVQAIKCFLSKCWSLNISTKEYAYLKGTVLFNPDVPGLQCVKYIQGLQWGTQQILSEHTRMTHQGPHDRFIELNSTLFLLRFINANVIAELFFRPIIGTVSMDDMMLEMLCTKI
DAX1 inh-2 – inhibitors of DAX1 repression of SF-1 activated StAR promoter. HEK293T StAR-luciferase reporter, SF-1/DAX-1 repression relief. inhibition, % at 6.8 µM. 370,000 compounds, 1.1% hits. AID 652010;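 active means inhibition above the mean over all tested compounds plus 3 SD, cut at about 3.6% in these data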;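 further: 0% = DAX-1 cells with DMSO and 100% = cells lacking DAX-1 with DMSO; higher inhibition means more luminescence from relief of DAX-1 repression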
hcDAF12 agonist – activators of H. contortus DAF-12 nuclear receptor | activation, % at 6.8 µM | 370,000 compounds, 1.4% hits | HEK293 hcDAF-12 lit1-tk-luc reporter, luminescence; 0% DMSO, 100% Δ7-dafachronic acid;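 active means activation above the mean of all tested compounds plus 3 SD, cut at about 5.5% in these data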;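 further: 100% = response to 3 µM Δ7-dafachronic acid high control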
SMARCA2 activ – activators of SMARCA2 function; MG213 cells, MMTV-luciferase reporter, dexamethasone, overnight; activation, % at 9.1 µM; 370,000 compounds, 1% hits; in the data active means activation above about 7.8%;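 further: 0% = vehicle wells and 100% = reference activator wells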
Starred values were filed as active, the others as inactive; i = inactive; . = not tested or not shown.

SMILES | ssDAF12 agonist | NPR2 activator | HGIII-sPLA2 inh | GC-A act | ADAM10 inh | hgDAF-12 ag | GAA850 FXN act | DAX1 inh-1 | DAX1 inh-2 | hcDAF12 agonist | SMARCA2 activ
CCC1(c2ccc(F)cc2)NC(=O)N(CC(=O)Nc2ccc3c(c2)OCCO3)C1=O (centres undefined) | -1.3 | 4 | -3 | -1 | -2 | -0.7 | 0.2 | 0.5 | 3.5 | 1.6 | 3
Cc1cc(N2CCN(C(=O)OC(C)(C)C)C[C@H]2C)ccc1N1CCN(Cc2ccccc2)[C@@H](C)C1 | -0.7 | 3 | 7 | 1 | -10 | 3.8 | . | . | -2.7 | -1.2 | -6
N=c1n(CC(=O)c2ccc([N+](=O)[O-])cc2)c2ccccc2n1Cc1ccccc1 | -1.0 | -14 | -1 | -17 | 1 | 4.7 | -1.7 | 0.9 | 0.1 | 2.5 | -2
CCc1cc(=O)oc2cc3oc(C)c(C)c3cc12 | -1.2 | 3 | 4 | -13 | -53 | -0.7 | -0.4 | 3.2 | -1.3 | -0.5 | 0
COCCSc1nnc(NC(=O)CCS(=O)(=O)Cc2ccccc2)s1 | -1.2 | -3 | -6 | -1 | 3 | -1.2 | -0.3 | 0.7 | 0.4 | 0.7 | 0
CCCCn1c(=N)n(CC(O)c2ccccc2)c2ccccc21 (centres undefined) | -1.4 | -16 | 3 | -21 | 3 | 1.3 | -1.8 | 1.9 | 1.3 | -2.4 | 0
CN=C(Nc1cccnc1)c1cccc(C(F)(F)F)c1 | -1.0 | -3 | 1 | -4 | -10 | 4.1 | -0.8 | -0.7 | 0.0 | 0.4 | 2
O=C(OCC(=O)N(C1CCCCC1)C1CCCCC1)c1ccccc1O | -1.3 | 3 | 0 | 6 | 5 | 0.6 | 0.1 | 0.7 | -0.1 | -0.8 | -2
Cc1nc2ccccn2c1C(=O)N/N=C/c1ccc(CNC(=O)C(=O)Nc2ccccc2)o1 | -1.5 | 1 | -19 | -5 | 1 | 1.4 | -0.4 | -0.5 | 0.1 | 1.6 | 4
Cc1ccc(Cl)cc1NC(=O)Nn1cnnc1 | -0.8 | 6 | 7 | 1 | 0 | 0.7 | 1.6 | 0.7 | -0.4 | -2.6 | -1
COC(=O)c1nc[nH]c1[N+](=O)[O-] | -0.6 | -2 | 4 | 1 | -4 | 0.0 | -1.5 | 0.3 | 0.3 | 0.2 | 0
COc1ccc(C(CNS(=O)(=O)c2cccc(F)c2)N2CCCC2)cc1 (centres undefined) | -1.3 | -1 | -8 | -11 | -18 | 1.2 | 1.4 | 0.1 | -0.2 | -0.4 | 3
C=CCn1c(=O)c(C(=O)Nc2ccccc2C)c(O)c2ccccc21 | 0.6 | -3 | 8 | 0 | 5 | 4.4 | 3.7 | -0.1 | 0.8 | 4.9 | 2
Clc1ccc(CON/C=N/c2ncnc3sccc23)c(Cl)c1 | 0.3 | 0 | -1 | 2 | -9 | -1.2 | 0.5 | -1.6 | -0.4 | -2.5 | -1
O=C(Nc1ccc(Cl)c(Cl)c1)N(CCCN1CCOCC1)Cc1cccnc1 | -1.0 | 1 | -6 | -2 | -2 | -0.6 | 0.8 | 1.6 | 0.6 | -0.3 | -1
CC1(C)OC(=O)C2=C(C[C@@H](C3CCCCC3)O[C@@H]2c2ccc(Cl)cc2)O1 | -0.3 | -11 | -4 | -12 | 9 | 2.2 | . | . | 2.1 | 0.0 | -4
CN(CCCn1ccc(NC(=O)OCc2ccccc2)nc1=O)Cc1ccco1 | -0.9 | 4 | 6 | 3 | -7 | 2.9 | 0.2 | -0.9 | -0.5 | 0.5 | -3
CCOc1ccccc1C(=O)NCCCCNC(=O)c1ccccc1OCC | -2.0 | -1 | -3 | -2 | -3 | -2.1 | 4.7 | -0.9 | 1.1 | -2.7 | 1
COCCNc1cc(C)nc2c3c(C)cc(C)nc3nn12 | -1.7 | -3 | -3 | 3 | i | 2.1 | 0.4 | -0.5 | -0.8 | -1.0 | 2
Cc1ccc(NC(=O)c2ccc(F)cc2)nc1 | 0.0 | 4 | -4 | 8 | 4 | 15* | 3.7 | 0.7 | 2.5 | 1.0 | 5
CCN(CC(=O)NCC1CCCO1)S(=O)(=O)c1ccc(Cl)cc1 (centres undefined) | -0.5 | 0 | 2 | 4 | -14 | 1.2 | 0.9 | 0.0 | 1.0 | -0.2 | -2
COc1ccc(C(C)=NNC(=O)c2cccc(S(=O)(=O)N3CCCC3)c2)cc1 | -1.4 | 4 | -1 | 3 | -14 | 3.0 | 0.5 | -2.1 | -0.3 | 0.0 | 1
CC(C)Cc1nnc(NC(=O)C2CCCC2)s1 | -0.9 | 8 | 4 | -4 | -4 | 2.7 | 1.8 | 0.0 | 0.1 | 1.1 | -2
Cc1ccc(-c2c[n+](CC(=O)c3cccs3)c3n2CCC3)cc1 | -1.3 | 2 | -50 | 4 | -5 | -4.4 | -1.0 | -2.0 | -0.5 | -2.3 | -4
NC(=O)NN=C(C1CC1)C1CC1 | -0.8 | 7 | 7 | 3 | -14 | 1.6 | -1.9 | 4.9* | -0.3 | -0.5 | 1
COCCNC(=O)C(c1ccc(F)cc1)N(C(=O)CCC(=O)Nc1ccccn1)c1ccc(C)cc1 (centres undefined) | -0.4 | -1 | -7 | -4 | -4 | -3.3 | -1.9 | -0.1 | 0.5 | 0.8 | -2
Cc1ccc(S(=O)(=O)N(C)C)cc1NC(=O)COC(=O)CCNS(=O)(=O)c1ccccc1 | -0.9 | 3 | 7 | 0 | -9 | 0.3 | -1.9 | 0.4 | 1.7 | -1.1 | -3
COc1ccc(CNS(=O)(=O)c2csc(C(N)=O)c2)cc1OC | -0.2 | 0 | 1 | 1 | -5 | -1.2 | 2.6 | 0.2 | 0.2 | -1.1 | 0
CCC(C(=O)OCn1nnc2ccccc2c1=O)c1ccccc1 (centres undefined) | -1.2 | 2 | -9 | -1 | 4 | -0.8 | 0.7 | -0.5 | 0.0 | -2.3 | 0
C=CCc1c(C)nc(SC(C)C)[nH]c1=O | -1.0 | 4 | 2 | 2 | -1 | -1.3 | -1.8 | 0.5 | 0.1 | -1.5 | -2
CCCS(=O)(=O)c1c(S(=O)(=O)CCC)c2ccc(C(N)=O)cn2c1C(=O)c1ccccc1 | -1.1 | 42* | -6 | 35 | 1 | -1.2 | 0.2 | 1.0 | 0.0 | -0.8 | -3
O=C(NCCCN1CCCCC1)C1CC(=O)N(CCc2ccccc2)C1 (centres undefined) | -1.3 | 8 | -2 | 1 | -2 | 1.3 | 1.2 | 0.7 | 2.0 | 0.8 | -2
Cc1cc(C)n(Cc2ccc(C(=O)NCc3ccco3)o2)n1 | -0.8 | -7 | -1 | -8 | 0 | -1.2 | 2.4 | 2.3 | 0.5 | -0.4 | -1
Cc1cc(C)n(Cc2ccc(C(=O)O)o2)n1 | -0.8 | 2 | 3 | 2 | -7 | -1.6 | -0.9 | 0.3 | 0.6 | 0.6 | 1
CCc1ccc(/C=C2\Oc3cc(OS(C)(=O)=O)ccc3C2=O)cc1 | -1.7 | -3 | 1 | -3 | -12 | -2.7 | 1.7 | 0.6 | 0.4 | -1.6 | 3
Cc1ccc(C2CC(=O)C(C=NCCN3CCN(C(=S)Nc4ccc(F)cc4)CC3)=C(O)C2)cc1 (centres undefined) | -1.8 | -4 | -1 | -4 | 1 | -2.6 | 1.3 | -0.8 | 0.1 | -0.9 | -3
O=C(COC(=O)c1ccc(S(=O)(=O)N2CCOCC2)cc1)Nc1ccccc1F | -1.2 | 3 | 9 | -3 | -3 | -1.8 | -1.4 | 0.2 | -0.2 | -1.4 | -4
CC(=O)c1c(C)cc(C)c(CSc2nnc(-c3ccco3)o2)c1C | -1.6 | 0 | -8 | -5 | 7 | -4.6 | 1.1 | 0.0 | -0.9 | -1.7 | 0
c1ccc2[nH]c(CCCCCc3nc4ccccc4[nH]3)nc2c1 | -0.8 | -6 | 7 | -5 | -12 | 1.8 | . | . | -0.8 | -0.6 | -3
Cc1ccc2c(c1)N(CCC(=O)NCc1ccco1)C(=O)CO2 | -0.9 | 7 | 7 | 2 | 2 | -1.5 | 0.1 | -0.1 | 0.3 | -0.8 | -4
O=C(CN1N=C(c2ccccc2)CCC1=O)NCCN1CCc2ccccc2C1 | -0.6 | 0 | -2 | 2 | -9 | -1.3 | 0.8 | -0.5 | -0.3 | -0.1 | -2
O=C(CCc1nc(-c2ccccc2F)no1)NCCN1CCOCC1 | -0.9 | 1 | 4 | 3 | 4 | 3.0 | 0.1 | 0.6 | 0.7 | -1.6 | 0
CCOC(=O)[C@H]1[C@H]2COc3cc(OC)ccc3[C@@H]2N2C(=O)c3cc(F)c(F)cc3NC(=O)[C@@]12C | -0.5 | 0 | 25* | -1 | 0 | -1.5 | -7.6 | -1.0 | -0.2 | 1.6 | -1
CC[C@]12c3[nH]c4ccc(OC)cc4c3CCN1C(=O)C(CC(=O)NCCc1ccccn1)C[C@@H]2C(=O)N1CCN(C(=O)C2CC2)CC1 (some centres undefined) | -0.4 | 4 | 13 | 1 | -4 | 2.0 | 0.3 | 0.2 | 0.6 | 2.7 | -5
COc1ccc(Cl)cc1C(=O)NCCCn1ccnc1 | -0.2 | 2 | 7 | 3 | -4 | 0.1 | 3.3 | 3.4 | 0.8 | -0.4 | -1
O=C(c1cnn2c(C(F)(F)F)cc(-c3cccs3)nc12)N1CCCC1 | -2.0 | 9 | 3 | 4 | -187 | -0.3 | -0.5 | -0.7 | 0.5 | -1.4 | 0
Cc1ccc(Cl)cc1N1CCN(Cc2nnnn2Cc2ccco2)CC1 | -1.0 | -4 | -5 | -13 | 4 | 0.8 | 0.8 | 0.8 | -0.9 | -2.4 | 2

Some entries already given, reduced to ssDAF12 agonist:
| canonical_smiles | ssDAF12 agonist |
| --- | --- |
| Cc1ccc(C2CC(=O)C(C=NCCN3CCN(C(=S)Nc4ccc(F)cc4)CC3)=C(O)C2)cc1 (centres undefined) | -1.8 |
| O=C(COC(=O)c1ccc(S(=O)(=O)N2CCOCC2)cc1)Nc1ccccc1F | -1.2 |
| CC(=O)c1c(C)cc(C)c(CSc2nnc(-c3ccco3)o2)c1C | -1.6 |

As entered above:
`O=C(c1cnn2c(C(F)(F)F)cc(-c3cccs3)nc12)N1CCCC1` in DAX1 inh-2 shows 0.5
`CC[C@]12c3[nH]c4ccc(OC)cc4c3CCN1C(=O)C(CC(=O)NCCc1ccccn1)C[C@@H]2C(=O)N1CCN(C(=O)C2CC2)CC1` (some centres undefined) in DAX1 inh-2 shows 0.6
